# Screening results from PubChem BioAssay.
# DRD3 agonist: qHTS of D3 Dopamine Receptor Agonist: qHTS. 410,000 tested, 0.58% active. D3R DiscoveRx beta-arrestin cells, luminescence, 90 min. AID 652048, 2013. max activation, %; in the data active = max activation above about 30%; also: 0% is about no effect; mostly tested at two doses, the higher about 12 µM
# Target sequence (P35462 whole entry, looked up): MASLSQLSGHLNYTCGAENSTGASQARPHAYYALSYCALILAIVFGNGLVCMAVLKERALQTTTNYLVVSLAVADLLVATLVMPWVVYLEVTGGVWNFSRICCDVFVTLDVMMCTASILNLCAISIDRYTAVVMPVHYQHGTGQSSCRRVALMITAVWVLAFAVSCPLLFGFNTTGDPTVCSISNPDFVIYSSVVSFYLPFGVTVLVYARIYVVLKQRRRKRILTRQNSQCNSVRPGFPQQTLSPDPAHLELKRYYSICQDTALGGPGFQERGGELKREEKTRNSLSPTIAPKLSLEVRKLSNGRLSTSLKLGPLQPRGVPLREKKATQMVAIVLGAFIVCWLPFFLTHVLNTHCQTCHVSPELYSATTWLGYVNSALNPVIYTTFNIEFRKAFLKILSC
#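 Cells at 1500/well, incubated overnight, then treated with pinned compounds (dopamine as control) for 90 min at 37 degrees C. DiscoveRx reagent added for 30 - 60 minutes at room temperature; luminescence read.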
# aSyn yeast inh: qHTS of alpha-syn Inhibitors; Yeast expressing alpha-synuclein, growth rescue, BacTiter-Glo, 24 h; Potency, µM (doses to about 46.1 µM), for inactives: top-dose growth rescue (activation), hits mostly activators; 370,000 tested, 0.14% active; also: potency is read from the fitted curve at half-maximal effect; % of control where 0% means no effect; nearly all actives have a fitted effect of over 65% in size
#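 Screening used galactose-induced yeast with toxic alpha-synuclein levels, exposed to compound for 24 hr at 30 deg C. Cell growth, read with BacTiter-Glo luminescence, gave the measured signal.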
# GLP-1R agonist: qHTS of GLP-1 Receptor Agonists; AID 624172, 2012; Potency, µM (series often up to 45.6 µM), inactives show top-dose activation, hits mostly activators; HEK293 GLP-1R CRE-luciferase, luminescence, 4-6 h; cells express a hypersensitive GLP-1R form; 380,000 tested, 0.007% active; also: potency is read from the fitted curve at half-maximal effect; % of control where 0% means no effect
# Target sequence (P43220 whole entry, looked up): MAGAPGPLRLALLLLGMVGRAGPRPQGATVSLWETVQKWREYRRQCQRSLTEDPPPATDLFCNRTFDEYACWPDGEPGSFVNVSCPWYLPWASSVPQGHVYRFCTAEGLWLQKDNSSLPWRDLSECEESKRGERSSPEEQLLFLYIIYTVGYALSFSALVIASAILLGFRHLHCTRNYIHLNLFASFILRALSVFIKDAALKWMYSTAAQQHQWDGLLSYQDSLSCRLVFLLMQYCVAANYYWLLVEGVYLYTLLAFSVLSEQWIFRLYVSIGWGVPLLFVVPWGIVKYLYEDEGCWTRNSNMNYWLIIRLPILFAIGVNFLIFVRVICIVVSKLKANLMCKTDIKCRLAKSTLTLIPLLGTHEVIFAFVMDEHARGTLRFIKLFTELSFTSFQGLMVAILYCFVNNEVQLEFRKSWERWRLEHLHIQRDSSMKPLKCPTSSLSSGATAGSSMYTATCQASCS
# Numbers without * were called inactive; . = not tested or not shown; & = joins results of further samples; [ ] = another dose, or the depositor's remark. Unless noted, calls follow the shape of the dose curve; as a rule, active = well fitted activation curve with a large enough effect; inconclusive = small, poorly fitted or top-dose-only effect; inactive = no such curve, though single readings can be large or run the other way. Not all compounds are listed; rates above refer to the full screens.
# Order of results: DRD3 agonist, aSyn yeast inh, GLP-1R agonist
O=C1C[C@@H]2OCC=C3CN4CC[C@]56c7ccccc7N1[C@@H]5[C@@H]2[C@H]3C[C@H]46 (tested in a mixture with another compound)
    ., ., -5%
CC(=O)OCC(=O)[C@@H]1CC[C@H]2[C@H]3CC[C@H]4C[C@@H](O)CC[C@]4(C)[C@@H]3C(=O)C[C@@]12C
    ., ., 24%[19.8 µM]
[S]=[Sb][S][Sb]=[S]
    ., ., -3%
C[N+]1([O-])[C@H]2CC[C@H]1CC(OC(=O)[C@@H](CO)c1ccccc1)C2 (stereo not given in full)
    ., ., 5%
CC(=O)Oc1ccc2c3c1OC1[C@@H](OC(C)=O)C=C[C@H]4[C@H](C2)N(C)CC[C@]314 (stereo not given in full)
    ., ., -2%
CN(C)[C@@H](Cc1ccccc1)c1ccccc1
    ., ., 9%
C[C@H]1CN(C2CCC(C#N)(c3ccc(F)cc3)CC2)CC[C@@]1(C(=O)O)c1ccccc1 (stereo not given in full)
    ., ., -1%[19.8 µM]
Cc1ccc(O)cc1 (tested in a mixture with another compound)
    ., ., -2%
CCCCCC(O)C1C(=O)OC(C)C(O)\C=C/C=C\C=C/C=C\C=C(\C)C(O)C(O)C(O)CC(O)CC(O)CC(O)CC(O)CC1O (stereo not given)
    ., ., 0%&2%
COc1cc([C@@H]2c3cc4c(cc3[C@@H](O)C3COC(=O)C32)OCO4)cc(OC)c1O (stereo not given in full)
    ., ., 28%

# Order of results: DRD3 agonist, aSyn yeast inh, GLP-1R agonist
CC1CC[C@@]2(NC1)OC1CC3C4CC[C@@H]5CC(O)CC[C@@]5(C)C4CC[C@]3(C)C1C2C (stereo not given in full)
    ., ., -1%
CC(=O)Oc1ccc2c3c1OC1C(OC(C)=O)C=CC4[C@@H](C2)N(C)CC[C@]314 (stereo not given in full)
    ., ., -6%[96 µM]
Clc1ccc([C@H](Cn2ccnc2)OCc2csc3c(Cl)cccc23)c(Cl)c1
    ., ., -4%[19.8 µM]
Cc1cccc([C@H](C)c2cnc[nH]2)c1C
    ., ., 4%
CC(C)CC1C(=O)N2CCCC2C2(O)OC(NC(=O)C3CC4c5cccc6[nH]cc(c56)CC4N(C)C3)(C(C)C)C(=O)N12 (stereo not given)
    ., ., -2%
C[C@@H](N)[C@@H](O)c1ccc(O)c(O)c1
    ., ., 34%
NC(Cc1ccc(Oc2cc(I)c(O)c(I)c2)c(I)c1)C(=O)O (stereo not given)
    ., ., -4%
Cc1ccc2c(c1)[C@]13CCCC[C@@H]1[C@@H](C2)N(C)CC3
    ., ., 8%
CCC1CC2CC3c4[nH]c5ccc(OC)cc5c4CCN(C2)C13 (stereo not given)
    ., ., 2%[96 µM]
CC(N)C(=O)c1ccccc1 (stereo not given)
    ., ., 11%[110 µM]

# Order of results: DRD3 agonist, aSyn yeast inh, GLP-1R agonist
C[C@]12CC[C@H](OS(=O)(=O)O)CC1=CCC1C2CC[C@]2(C)C(=O)CC[C@@H]12 (stereo not given in full)
    ., ., 14%
CC(C)=CC1C(C(=O)OCc2coc(Cc3ccccc3)c2)C1(C)C (stereo not given)
    ., ., -2%
CN[C@@H](C)[C@H]1CC[C@@H](N)[C@@H](O[C@@H]2[C@@H](O)[C@@H](O[C@H]3OC[C@@](C)(O)[C@@H](NC)[C@@H]3O)[C@H](N)C[C@@H]2N)O1 (tested in a mixture with another compound)
    ., ., -3%[19.8 µM]
Clc1ccc(CS[C@@H](Cn2ccnc2)c2ccc(Cl)cc2Cl)cc1
    ., ., 0%[19.8 µM]
C[C@]12CC[C@@H]3[C@@H](CCC4=CC(=O)CC[C@@H]43)[C@@H]1CC[C@@H]2OC(=O)CCc1ccccc1
    ., ., -1%
CC(Cc1ccccc1)N(C)C (stereo not given)
    ., ., 7%
Clc1ccc([C@@H](OCCN2CCCCC2)c2ccccc2)cc1
    ., ., -4%[19.8 µM]
C[C@]12CCC(=O)C=C1CC[C@H]1C2CC[C@@]2(C)[C@@H]1CC[C@]2(C)O (stereo not given in full)
    ., ., 10%
CC1OC(OC2C(O)CC(OC3C(O)CC(OC4CCC5(C)C(CCC6C5CCC5(C)C(C7=CC(=O)OC7)CCC65O)C4)OC3C)OC2C)CC(O)C1O (stereo not given)
    ., ., -14%
COC(C(=O)C(O)C(C)O)C1Cc2cc3cc(OC4CC(OC5CC(O)C(OC)C(C)O5)C(OC(C)=O)C(C)O4)c(C)c(O)c3c(O)c2C(=O)C1OC1CC(OC2CC(OC3CC(C)(O)C(OC(C)=O)C(C)O3)C(O)C(C)O2)C(O)C(C)O1 (stereo not given)
    ., ., -6%

# Order of results: DRD3 agonist, aSyn yeast inh, GLP-1R agonist
O=C(O)c1ccccc1-c1c2cc(Br)c(=O)cc-2oc2[c]([Hg])c(O)c(Br)cc12
    ., ., -2%[19.8 µM]
C[C@]12CCC3[C@@H](CCC4=CC(=O)CC[C@@]43C)C1CCC2OC(=O)CCc1ccccc1 (stereo not given in full)
    ., ., -2%[96 µM]
CC(C)CCC(=O)O[C@H]1CC[C@H]2[C@@H]3CCC4=CC(=O)CC[C@]4(C)[C@H]3CC[C@]12C
    9, ., .
C[C@@H](N)C(=O)c1ccccc1
    -4, ., .
C#CCN1CC(=O)N(COC(=O)C2C(C=C(C)C)C2(C)C)C1=O (stereo not given)
    4, ., .
OC[C@@H](O)[C@H]1O[C@@H]2O[C@@H](C(Cl)(Cl)Cl)O[C@@H]2[C@H]1O
    -7, ., .
Cc1ccccc1-n1c(CF)nc2ccc(N)cc2c1=O
    11, ., .
CC1(C)S[C@@H]2[C@H](N)C(=O)N2[C@H]1C(=O)O
    4, ., .
ClC1=C(Cl)[C@]2(Cl)[C@@H]3[C@H]4C[C@H]([C@@H]5O[C@H]45)[C@@H]3[C@@]1(Cl)C2(Cl)Cl
    3, ., .
C[C@@H](N)[C@@H](O)c1ccccc1
    7, ., .

# Order of results: DRD3 agonist, aSyn yeast inh, GLP-1R agonist
CCC(OC(C)=O)C(CC(C)NC)(c1ccccc1)c1ccccc1 (stereo not given)
    -13, ., .
CCC(=O)O[C@](Cc1ccccc1)(c1ccccc1)[C@H](C)CN(C)C
    55*, ., .
C[N+]1(CCF)[C@@H]2CC[C@H]1CC(OC(=O)C(O)(c1ccccc1)c1ccccc1)C2 (stereo not given in full)
    2, ., .
CC(=O)O[C@H]1C[C@H](O[C@H]2[C@@H](O)C[C@H](O[C@H]3[C@@H](O)C[C@H](OC4CC[C@@]5(C)[C@H](CC[C@@H]6[C@@H]5CC[C@]5(C)[C@@H](C7=CC(=O)OC7)CC[C@]65O)C4)O[C@@H]3C)O[C@@H]2C)O[C@H](C)[C@H]1O[C@@H]1O[C@H](CO)[C@@H](O)[C@H](O)[C@H]1O (stereo not given in full)
    10, ., .
CCCC(C)C1(CC)C(=O)N=C(S)NC1=O (stereo not given)
    0, ., .
CC[C@H](C)[C@H]1O[C@]2(C=C[C@@H]1C)C[C@@H]1C[C@@H](C/C=C(\C)[C@@H](O[C@H]3C[C@H](OC)[C@@H](O[C@H]4C[C@H](OC)[C@@H](O)[C@H](C)O4)[C@H](C)O3)[C@@H](C)/C=C/C=C3\CO[C@@H]4[C@H](O)C(C)=C[C@@H](C(=O)O1)[C@]34O)O2
    0, ., .
C=CCC1([C@H](C)CCC)C(=O)NC(=O)NC1=O
    -13, ., .
C[C@]12CC[C@H]3[C@@H](CCC4=CC(=O)CC[C@@H]43)[C@@H]1CC[C@@H]2OC(=O)CCc1ccccc1
    14, ., .
NC1=NC(=O)C(c2ccccc2)O1 (stereo not given)
    -10, ., .
CN1[C@H]2CC[C@@H]1[C@@H](C(=O)O)[C@@H](OC(=O)c1ccccc1)C2
    -11&10, ., .

# Order of results: DRD3 agonist, aSyn yeast inh, GLP-1R agonist
CN[C@H]1C[C@@H](N)[C@H](O)[C@@H](O[C@@H]2O[C@H](CO)[C@H](O)[C@@H]3OC4(O[C@H]23)O[C@H](C(N)CO)[C@H](O)[C@H](O)[C@H]4O)[C@@H]1O (stereo not given in full)
    -3&-4, ., .
CCO/N=C(\CC)C1=C(O)CC(c2c(C)cc(C)cc2C)CC1=O (stereo not given)
    8, ., .
O=C1OC2(c3cc(Br)c(O)cc3Oc3c2cc(Br)c(O)[c]3[Hg])c2ccccc21 (stereo not given)
    3, ., .
CNc1ccc(C(=O)CC(O)CCC(C)C2OC(=O)CC(O)CC(=O)CC(O)CC(O)CC(O)CC(O)CC3(O)CC(O)C(C(=O)OC)C(CC(O[C@@H]4O[C@H](C)[C@@H](O)[C@H](N)[C@@H]4O)/C=C/C=C/C=C/C=C/C=C/C=C/C=C/C2C)O3)cc1 (stereo not given in full)
    8, ., .
C[C@]12CC[C@H]3[C@@H](CCC4=C(O)C(=O)CC[C@@H]43)[C@@H]1CC[C@@H]2OC(=O)CCC1CCCC1
    3, ., .
O=[N+]([O-])/N=C1\NCCN1Cc1ccc(Cl)nc1
    10&-2, ., .
CS(=N)(=O)CC[C@H](N)C(=O)O (stereo not given in full)
    ., 8%, .
COc1ccc2c(c[n+](C)c3c4cc5c(cc4ccc23)OCO5)c1OC
    ., -10%, .
C[C@@H]1O[C@H](C[N+](C)(C)C)C[C@H]1O
    ., 1%, .
C[C@H](N)Cc1cccc(C(F)(F)F)c1
    ., -10%, .

# Order of results: DRD3 agonist, aSyn yeast inh, GLP-1R agonist
COC(=O)N1CCN(C(=O)Cc2ccc(Cl)c(Cl)c2)C(CN2CCCC2)C1 (stereo not given)
    ., 2%, .
CN1CC[C@@]2(C)c3cc(OC(=O)Nc4ccccc4)ccc3N(C)[C@@H]12
    ., 3%, .
CN(N=O)c1cc(O)ccc1O
    ., -89%&-83%[inhibitor], .
CC(=O)NCC(N)C(=O)c1ccc(C)cc1 (stereo not given)
    ., 1%, .
CC(=O)NBr
    ., 2%, .
Cc1cc([C@@H]2CCCN2C)on1
    ., 2%, .
C[C@H](Cc1ccc2c(c1)OC(C(=O)O)(C(=O)O)O2)NC[C@H](O)c1cccc(Cl)c1
    ., 0%, .
C[C@@H]1O[C@H](C[N+](C)(C)C)CS1
    ., 1%, .
O=[N+]([O-])c1cc(I)c(O)c(I)c1
    2, ., -1%
c1ccc(CN2CCNCC2)cc1
    -8, ., -7%[219 µM]

# Order of results: DRD3 agonist, aSyn yeast inh, GLP-1R agonist
CCOC(=O)NC(O)C(Cl)(Cl)Cl (stereo not given)
    3, ., 11%
O=C1c2ccccc2C(=O)C1C(=O)C(c1ccccc1)c1ccccc1
    -5, ., -1%
CC(C)(C)OC(=O)c1ncn2c1[C@@H]1CCCN1C(=O)c1c(Br)cccc1-2
    0, ., 16%
C[C@H]1CNCCc2ccc(Cl)cc21
    -9, ., 0%
CC(=O)OC1CN2CCC1CC2 (stereo not given)
    7, ., 33%
O=C(Nc1ccccc1-c1ccc(Cl)cc1)c1cccnc1Cl
    -26, ., 16%[96 µM]
O=C(OCCN1CCCCC1)C(O)(c1ccccc1)c1ccccc1
    -9, ., 0%
C[C@]12C=CC(=O)C=C1CC[C@@H]1[C@@H]2CC[C@@]2(C)[C@H]1CC[C@]2(C)O
    -9, ., 7%
COC(=O)C(Cl)C(=O)OC
    4, ., -6%
Oc1ccc2[nH]cc(CCCCN3CC=C(c4ccccc4)CC3)c2c1
    55*, ., 10%

# 2 of the compounds above, with tabs.
SMILES	DRD3 agonist	aSyn yeast inh	GLP-1R agonist
C[C@H]1CNCCc2ccc(Cl)cc21	-9	.	0%
COC(=O)C(Cl)C(=O)OC	4	.	-6%

# Further records.
# Order of results: DRD3 agonist, aSyn yeast inh, GLP-1R agonist
COP(=S)(OC)Oc1cc(Cl)c(Cl)cc1Cl
    9&-14, ., -1%&5%
COC1CC(=C(c2cccs2)c2cccs2)C[N+](C)(C)C1 (stereo not given)
    5, ., 4%
CO/C=C(/C(=O)OC)c1ccccc1Oc1cc(Oc2ccccc2C#N)ncn1
    22, ., 4%[96 µM]
O=C(N/N=C/c1ccc([N+](=O)[O-])o1)c1cc([N+](=O)[O-])cc([N+](=O)[O-])c1O
    7, ., -2%
CC(N)Cc1ccc2c(c1)OCO2 (stereo not given)
    -5, ., 19%
CCOC(=O)NC(C)(C)Cc1ccc(Cl)cc1
    -1, ., -2%
NC1(c2ccccc2)CCCCC1
    1, ., 8%[96 µM]
C[C@H]1CC[C@@H]2[C@@H](C)[C@H]3[C@H](C[C@H]4[C@@H]5CC=C6CC(O[C@@H]7O[C@H](CO)[C@H](O)[C@H](O[C@@H]8O[C@H](CO)[C@@H](O)[C@H](O)[C@H]8O)[C@H]7O[C@H]7O[C@@H](C)[C@H](O)[C@@H](O)[C@H]7O)CC[C@]6(C)[C@H]5CC[C@]34C)N2C1 (stereo not given in full)
    -1, ., -6%
CN1CCc2cc(Cl)c(O)cc2[C@H]2c3ccccc3CC[C@@H]21
    -16, ., 16%
COCC(C)N(C(=O)CCl)c1c(C)csc1C (stereo not given)
    8, ., 19%

# Order of results: DRD3 agonist, aSyn yeast inh, GLP-1R agonist
CCC1(C)CC(=O)NC(=O)C1
    3, ., 1%[19.8 µM]
O=C(O)CCCCCCNC1c2ccccc2CCc2ccccc21
    1, ., 1%
O=CC=O
    3, ., -2%
CNC(C)Cc1ccccc1OC (stereo not given)
    -12, ., 1%
CCOC(=O)c1ncn2c1CN(C)C(=O)c1c(I)cccc1-2
    -26, ., -5%
CC(C)=CC1C(C(=O)OCc2cccc(Oc3ccccc3)c2)C1(C)C (stereo not given)
    6, ., 4%
